High-throughput results deposited in PubChem by several laboratories.
ADAM10 inh = inhibitors of human ADAM10 | inhibition, % at 7 µM | AID 720582 | 370,000 compounds, 0.62% hits | recombinant ADAM10, EDANS/DABCYL FRET peptide cleavage, 3 h;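 active = inhibition above a per-campaign cutoff equal to the mean of compounds falling between control-based bounds plus 3 SD, cut at about 20% in these data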;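 also: 0% = DMSO wells while the 100% control is not disclosed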
sPLA2-III inh = Inhibits HGIII-sPLA2 liposome hydrolysis, primary screen | Q9NZ20 | QFRET BODIPY PC-A2 liposome hydrolysis, fluorescence | inhibition, % at 12.2 µM | 370,000 compounds, 0.56% hits;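 active = inhibition above mean plus 3 SD of compounds lying within the high and low control bounds, cut at about 19% in these data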;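 also: 0% = median of test compound wells and 100% = no enzyme DMSO wells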
rCAG RNA binder = molecules binding r(CAG) RNA repeats; 370,000 compounds, 1.3% hits; AID 651821; inhibition, % at 3 µM; r(CAG) RNA repeat, TO-PRO-1 dye displacement fluorescence;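 active = inhibition above the plate cutoff, the mean of all test compounds on that plate plus 3 SD, cut at about 35% in these data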;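 also: 0% = DMSO alone and 100% = 100 µM mitoxantrone as full dye displacement; higher means more dye released from RNA so lower well fluorescence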
GC-A act = GC-A (human) enzyme activation | HEK293 GC-A cells, cGMP TR-FRET, EC30 ANP; 0% at EC30 ANP, 100% saturating ANP | activation, % at 10 µM | 370,000 compounds, 0.14% hits; in the data active = activation above about 40%
Target sequence (P16066 whole entry, looked up): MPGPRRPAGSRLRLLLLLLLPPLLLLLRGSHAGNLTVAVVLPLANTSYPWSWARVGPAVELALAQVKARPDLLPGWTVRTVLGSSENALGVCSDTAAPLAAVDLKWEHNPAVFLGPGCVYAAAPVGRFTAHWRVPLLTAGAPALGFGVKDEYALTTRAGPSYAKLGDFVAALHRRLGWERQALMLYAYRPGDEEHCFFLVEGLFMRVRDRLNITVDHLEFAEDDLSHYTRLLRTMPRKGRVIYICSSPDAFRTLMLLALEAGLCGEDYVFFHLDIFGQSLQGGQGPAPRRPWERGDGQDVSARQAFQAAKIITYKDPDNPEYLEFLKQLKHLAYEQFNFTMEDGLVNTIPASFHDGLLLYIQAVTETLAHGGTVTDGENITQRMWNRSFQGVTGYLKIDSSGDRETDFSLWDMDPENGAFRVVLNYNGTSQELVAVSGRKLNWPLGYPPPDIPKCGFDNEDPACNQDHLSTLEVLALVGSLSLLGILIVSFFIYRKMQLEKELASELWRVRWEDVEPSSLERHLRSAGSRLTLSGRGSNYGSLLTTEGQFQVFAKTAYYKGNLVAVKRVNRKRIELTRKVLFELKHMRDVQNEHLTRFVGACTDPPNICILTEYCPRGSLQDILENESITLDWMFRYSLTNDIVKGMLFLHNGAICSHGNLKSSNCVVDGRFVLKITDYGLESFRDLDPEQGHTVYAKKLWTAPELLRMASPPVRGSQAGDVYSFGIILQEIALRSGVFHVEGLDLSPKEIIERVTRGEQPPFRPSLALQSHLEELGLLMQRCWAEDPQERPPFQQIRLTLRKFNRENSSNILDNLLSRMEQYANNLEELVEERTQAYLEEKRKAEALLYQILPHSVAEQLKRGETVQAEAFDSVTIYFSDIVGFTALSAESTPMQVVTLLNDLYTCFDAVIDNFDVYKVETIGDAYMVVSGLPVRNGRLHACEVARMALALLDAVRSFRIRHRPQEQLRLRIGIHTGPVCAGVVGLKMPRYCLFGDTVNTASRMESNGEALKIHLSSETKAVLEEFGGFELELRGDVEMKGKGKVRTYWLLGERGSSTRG
ASAP1 GAP inh = ASAP1 ArfGAP inhibition | Q9ULH1 | ASAP1-stimulated ARF1 GTP hydrolysis, GDP FP detection | inhibition, % at 16.5 µM | 360,000 compounds, 0.19% hits | AID 624377; in the data active = inhibition above about 25%;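 also: 0% = vehicle with enzyme and substrate and 100% = no enzyme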
FXN GAA850 act = frataxin GAA850 promoter activation | HEK293 lucGAA850 FXN promoter luciferase reporter, 24 h; percent of 10 µM SAHA response | activation, % at 6 µM | 360,000 compounds, 0.56% hits;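 active = activation above the average of all compounds screened plus 3 SD, cutoff fixed separately per campaign, cut at about 7.5% in these data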;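 also: 0% = DMSO wells and 100% = 10 µM SAHA wells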
KLK7 zymogen act = activators of human kallikrein-7 zymogen; purified proKLK7, EDANS-DABCYL substrate fluorescence; 100% is mature enzyme control, 0% vehicle; activation, % at 7 µM; 370,000 compounds, 0.9% hits; AID 652039;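 active = activation above the mean of all tested compounds plus 3 SD, computed per campaign excluding outliers beyond control limits, cut at about 13% in these data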
Tn6 DDE FP = DD(E)-Tn6 binding inhibition, primary FP screen | P02675 | Fibrin DD(E) TRITC-Tn6 fluorescence polarization displacement | inhibition, % at 8.3 µM | 370,000 compounds, 0.21% hits;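 active = inhibition above a per-campaign cutoff: mean of compounds within control limits plus 3 SD, cut at about 15% in these data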;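 also: 0% = median of all compound wells on the plate and 100% = blocking peptide control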
ARFGAP1 inh = inhibits rat ARF GTPase activating protein 1; AID 651572; Arfgap1-stimulated ARF1 GTP hydrolysis, GDP FP detection; 360,000 compounds, 0.26% hits; inhibition, % at 16.5 µM;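 active = inhibition above a per-plate limit, mean inhibition of low control wells plus 3 SD, cut at about 25% in these data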;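 also: 0% = DMSO wells with enzyme and 100% = wells lacking Arfgap1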
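Material: truncated rat Arfgap1 GAP domain; Incubation: compound-enzyme preincubation 20 min, reaction 120 min, detection 60 min, 25 °C; Read-out: percent inhibition of Arfgap1-stimulated GTP hydrolysis; Technique: FP, GDP Alexa 633 tracer displaced from anti-GDP antibody, 620/688 nm; Controls: No-Arfgap1 wells (100%) versus DMSO full-reaction wells (0%); Replication: single well per compound.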
GC-B act = GC-B (human) receptor activation; P20594; HEK293-GC-B cells, CNP EC30, cGMP TR-FRET; 0% at EC30 CNP, 100% saturating CNP; activation, % at 10 µM; 370,000 compounds, 0.11% hits;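 active = activation at 10 µM reaching about 35% in either raw or pattern-adjusted values, limit read from the data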
* hit, by the source's call; i = inactive; · = no result given.

SMILES	ADAM10 inh	sPLA2-III inh	rCAG RNA binder	GC-A act	ASAP1 GAP inh	FXN GAA850 act	KLK7 zymogen act	Tn6 DDE FP	ARFGAP1 inh	GC-B act
COc1ccc(CCn2c(-c3ccc(F)cc3)nc3c(c(=O)c4ccccc4n3C)c2=O)cc1OC	-4	-2	0	-8	1	1.0	-0.1	-3	5	-10
COc1ccc(-n2c(Cn3c(=O)sc4ccccc43)nnc2SCC(=O)N2CCCC2)cc1	-7	-1	0	-1	-3	-2.9	-0.1	-2	-5	1
CCOc1ccc(-c2nc(N)ncc2Oc2ccccc2Br)c(O)c1	21*	-19	9	2	6	3.0	-1.0	1	15	-18
O=C(CCNC(=O)Cn1ccc2ccccc2c1=O)NCC1CCCC1c1ccccc1 (configuration not stated)	-4	-4	-3	-4	-1	0.7	1.1	-6	4	0
CC(C)N(Cc1nccn1C)C(=O)c1ccc2oc(Cc3ccccc3)nc2c1	-3	5	-6	1	12	-0.4	-0.4	-3	17	2
O=c1oc2ccccc2c(Nc2ccccc2O)c1[N+](=O)[O-]	2	-9	3	1	-2	-0.2	0.1	4	-1	-2
Cc1ccc(CNC(=O)c2cc(S(=O)(=O)N3CCOCC3)cn2C)cc1	-4	-5	1	2	-14	-0.4	0.3	7	5	2
COCCC(=O)Nc1ccc2c(c1)CN(C(=O)CSC)CC2	-4	-1	0	-1	12	0.5	0.2	2	10	2
CCCN1C2CCCC1CC(NC(=O)NC13CC4CC(CC(C4)C1)C3)C2 (configuration not stated)	-4	3	2	-1	3	1.7	-0.4	-2	3	-3
CCC(=O)NCCc1nc2cc(NC(=O)c3ccc(OC)cc3)ccc2n1C	-2	1	-5	3	8	5.5	-0.1	3	-8	12
O=C(Nc1ccc(N2CCCC2=O)cc1)c1cncc(Br)c1	-10	10	-5	4	12	-0.3	-0.6	-2	10	0
COc1ccc(NC(=O)CCC(=O)N(Cc2ccc(OC)c(OC)c2)c2nccs2)cc1	-7	-1	-6	0	-9	·	0.6	3	-6	8
COc1ccc(CN=C(Nc2ccccc2)SC2CC(=O)N(C)C2=O)cc1 (configuration not stated)	7	-14	-5	4	-2	1.0	-0.4	3	7	1
C/C=C/C(=O)OCC(=O)Nc1ccc(C)c(S(=O)(=O)N(C)C)c1	-2	-1	5	2	-6	-0.9	0.1	-2	-14	1
O=C(COC(=O)c1ccc(O)cc1O)Nc1nnc(-c2ccccc2)o1	-9	7	16	1	-4	0.7	0.7	-6	3	-3
CC1=C(C(=O)OC(C)C)C(c2cccnc2)C2=C(CC(C)(C)CC2=O)N1 (configuration not stated)	i	-1	-5	0	8	0.6	6.5	1	9	3
C=CCOC(=O)C1=C(C)NC(=O)NC1c1cn(-c2ccccc2)nc1-c1cccs1 (configuration not stated)	0	-15	-1	-36	10	2.4	0.1	-6	7	-16
O=C(CSc1nnc(-c2ccccc2F)n1C1CCCCC1)N1CCCC1	-5	5	-9	-3	-2	1.5	-0.6	-1	-4	3
Cc1ccc2c(c1)C=CC(C#N)N2C(=O)Oc1ccccc1 (configuration not stated)	-16	-5	4	-6	-3	4.6	-0.2	-2	-9	-7
Cc1ccc(S(=O)(=O)NC(C)(C)CN2CCc3ccccc3C2)cc1	5	-2	-7	-1	-1	-1.0	-0.3	-10	9	1
C#CCN([C@H](C(=O)OC)C(C)CC)S(=O)(=O)c1ccccc1Br (some centres not stated)	6	-4	-2	-4	·	·	0.2	6	·	-6
CCCn1c(COc2ccccc2)nc2ccccc21	-2	-1	-5	-6	-1	2.9	-0.2	-5	-8	-3
COc1cc(Cl)ccc1NC(=S)N(CCN1CCOCC1)C1CCN(C(C)=O)CC1	6	6	-1	-2	-9	-0.3	0.0	-10	-6	-1
O=C(CSc1ccc(-c2cccs2)nn1)Nc1ccccc1	-10	-10	0	0	4	-1.4	0.8	-2	5	-4
Cc1occc1-c1nnc(SCC(=O)N2CCCCC2C)o1 (configuration not stated)	-20	14	-3	-1	1	1.9	0.1	-4	13	2
CC1CCCCC1NC(=O)C(=O)NCC1CCCO1 (configuration not stated)	-7	10	56*	0	-4	0.0	-0.9	-7	12	0
CCCN(C(=O)COC(=O)c1cc(CC)c(C)s1)c1c(N)n(Cc2ccccc2)c(=O)[nH]c1=O	-6	-13	6	-3	-8	-3.7	0.3	-5	11	-2
CC1Cc2ccccc2N1S(=O)(=O)c1cccc(C(=O)c2nccn2C)c1 (configuration not stated)	2	-1	-4	-3	4	0.6	0.3	2	7	-3
C[C@H](NC(=O)c1ccccc1Cl)C(=O)OCC(=O)N1CCN(c2ccccc2)CC1	-4	-1	-1	3	-4	0.7	0.1	6	8	-2
O=C(OCc1ccccc1Cl)C1CC(=O)N(Cc2ccco2)C1 (configuration not stated)	-10	10	-4	2	1	-0.5	0.0	6	0	1

Structures shown so far with fluorine (two):
SMILES	ADAM10 inh	sPLA2-III inh	rCAG RNA binder	GC-A act	ASAP1 GAP inh	FXN GAA850 act	KLK7 zymogen act	Tn6 DDE FP	ARFGAP1 inh	GC-B act
COc1ccc(CCn2c(-c3ccc(F)cc3)nc3c(c(=O)c4ccccc4n3C)c2=O)cc1OC	-4	-2	0	-8	1	1.0	-0.1	-3	5	-10
O=C(CSc1nnc(-c2ccccc2F)n1C1CCCCC1)N1CCCC1	-5	5	-9	-3	-2	1.5	-0.6	-1	-4	3

Other compounds
SMILES	ADAM10 inh	sPLA2-III inh	rCAG RNA binder	GC-A act	ASAP1 GAP inh	FXN GAA850 act	KLK7 zymogen act	Tn6 DDE FP	ARFGAP1 inh	GC-B act
CCc1ccc2oc(C(=O)NCc3ccc(S(N)(=O)=O)cc3)c(C)c2c1	-5	-6	6	-2	6	5.0	-0.2	2	-2	-4
CCOC(=O)C1=C(C)NC(C)=C(C(=O)OC)C1c1cccc([N+](=O)[O-])c1 (configuration not stated)	8	1	2	-11	6	-1.8	0.1	-6	1	-8
O=C(NCCOc1ccccc1)c1cc(S(=O)(=O)N2CCOCC2)ccc1F	0	-3	0	5	-5	2.4	-0.3	3	-8	5
Cc1cc(C(=O)NN=Cc2ccc(-c3ccc(F)cc3)o2)c(C)o1	-79	-19	6	0	-19	0.5	-1.0	1	11	-2
CN(C)C(CN=C1NS(=O)(=O)c2ccccc21)c1ccco1 (configuration not stated)	-10	0	13	0	10	2.5	-0.4	-4	-2	6
COc1ccc2c(c1)C=C(CN1CCN(C(C)C)C(CCO)C1)CO2 (configuration not stated)	0	-2	-2	6	10	·	0.2	-4	13	-3
CC(=O)c1sc2c(c1OC(=O)c1ccc(Cl)cc1Cl)c(=O)n(-c1ccccc1)c(=S)n2-c1ccccc1	6	-15	16	1	3	0.2	-0.2	-9	1	-9
CC(C)Nc1nc(-c2ccccc2)nnc1-c1ccccc1	0	0	-6	1	1	1.2	0.3	1	-5	-5
Cc1ccc(S(=O)(=O)c2cc(N3CCOCC3)nc(-c3ccccc3)n2)cc1	-4	6	-1	7	10	-0.5	0.1	1	-3	-9
CCCS(=O)(=O)c1nc(S(=O)(=O)c2ccc(C)cc2)c(N2CC(C)OC(C)C2)s1 (configuration not stated)	-2	0	-2	-3	-15	-0.8	0.4	-3	0	2
Cc1ccc(S(=O)(=O)CC(=O)c2cc3cccc(C)c3oc2=O)cc1	-16	-5	9	0	8	-2.7	0.7	-5	3	-1
CCCCc1ccc(NC(=O)Cn2c(=O)c(N3CCCCC3)c(N)n(C)c2=O)cc1	-5	-4	1	0	-4	-1.4	0.6	1	12	3
O=C(/C=C/c1ccc(S(=O)(=O)N2CCOCC2)cc1)NC(CO)C(O)c1ccc([N+](=O)[O-])cc1 (configuration not stated)	-5	5	3	0	-4	-0.4	-0.6	2	-2	-2
COc1ccc(NC(=O)c2cc(CC(C)C)nc3ccccc23)cc1	3	-6	-4	-3	2	-1.3	-0.7	7	0	-6
O=C(NCC1CCCO1)C1CCN(C2CCN(C3CCCCCC3)CC2)CC1 (configuration not stated)	-13	0	-5	6	-13	0.7	-0.2	2	-3	1

Looked up by structure from above, 2 records:
SMILES	ADAM10 inh	sPLA2-III inh	rCAG RNA binder	GC-A act	ASAP1 GAP inh	FXN GAA850 act	KLK7 zymogen act	Tn6 DDE FP	ARFGAP1 inh	GC-B act
Cc1cc(C(=O)NN=Cc2ccc(-c3ccc(F)cc3)o2)c(C)o1	-79	-19	6	0	-19	0.5	-1.0	1	11	-2
Cc1ccc2c(c1)C=CC(C#N)N2C(=O)Oc1ccccc1 (configuration not stated)	-16	-5	4	-6	-3	4.6	-0.2	-2	-9	-7

The list goes on:
SMILES	ADAM10 inh	sPLA2-III inh	rCAG RNA binder	GC-A act	ASAP1 GAP inh	FXN GAA850 act	KLK7 zymogen act	Tn6 DDE FP	ARFGAP1 inh	GC-B act
COC(=O)NC1CCC(CC2CCC(NC(=O)OC)CC2)CC1 (configuration not stated)	3	-1	-4	-1	1	-3.5	0.4	-3	2	4
COc1cc(CNCc2ccccn2)ccc1OCc1c(Cl)cccc1Cl	1	-10	-8	-4	7	-0.3	0.4	5	-12	-3
COc1ccc(CC(=O)NCC2CCCN(Cc3ccc(F)cc3F)C2)cc1 (configuration not stated)	-9	-2	-6	-5	-14	0.3	0.3	2	16	-1
Cc1cc(C)cc(NC(=O)OC2CCC23CCCCC3)c1 (configuration not stated)	7	-3	-1	1	·	·	0.3	2	·	-2
Cc1oc2cc3oc(=O)c(CCC(=O)NCCN4CCOCC4)c(C)c3cc2c1C	-307	0	-3	3	-4	3.0	5.3	3	4	8
O=C(CSc1ccc(Cl)cc1)Nc1cccc(-c2nc3ccccc3[nH]2)c1	-37	7	1	-6	9	3.3	-0.5	-6	15	0
C=CCN1C(=O)/C(=C2/Sc3ccccc3N2CC)SC1=S	3	-1	3	3	1	-0.4	-0.2	6	-8	5
O=C(c1cc(=O)[nH]c2ccccc12)N1CCN(c2ccccc2)CC1	-15	6	-3	-4	-9	2.1	-0.1	2	-8	7
O=C(NC1CCCC1)C(c1ccc(F)cc1)N(Cc1ccccc1)C(=O)c1csnn1 (configuration not stated)	3	1	-2	-6	3	1.5	-0.6	-2	-1	2
CCC(C)c1ccccc1NC(=O)COC(=O)c1ccc(N2CCCC2)c([N+](=O)[O-])c1 (configuration not stated)	-4	-1	1	-4	-1	5.5	-0.5	2	1	-4
Cc1cccc(Oc2ncccc2[N+](=O)[O-])c1C	-3	-4	-1	1	2	0.7	-0.5	5	7	1
O=C(N/N=C/c1ccc(Br)o1)c1ccc2c(c1)OCCO2	2	1	2	-6	-13	3.5	-0.1	1	-6	-6
O=C1NC(=Nc2ccccc2)c2c1cccc2[N+](=O)[O-]	-9	14	0	1	-4	1.2	0.1	6	-10	1
CCCCn1c(N)c(N(CCOC)C(=O)Cn2c(=O)oc3ccccc32)c(=O)[nH]c1=O	-18	4	2	0	9	0.2	0.3	4	-9	3
COCCN(C(=S)Nc1cccc(OC)c1)C1CCN(C(C)C)CC1	-5	4	0	4	1	0.4	-0.3	10	3	0
Cc1ccc(NC(=O)C(c2ccccc2)N2CCN(CC(=O)N3CCOCC3)CC2)cc1 (configuration not stated)	-15	16	4	4	10	2.1	-0.4	-6	2	1
CN1OC[C@@H]2CN(Cc3cc(Cl)cc(Cl)c3)[C@H](c3cccc(-c4ccc(C#N)cc4)c3)C[C@@H]21	-4	1	7	-3	15	-0.6	-0.5	-16	13	-2
CCNC(=O)N1CCNC(=O)C1CC(=O)OC (configuration not stated)	3	0	2	1	-15	2.0	0.6	-2	0	3
